Assay outcomes: PubChem, Broad Institute
DENV2 CPE – DENV2-induced cell death inhibition. DENV2-infected cells, cytopathic effect rescue, plate reader. AID 651640. hit rate 1.7% among 350,000. CPE inhibition, % at 9.99 µM; in the data active = CPE inhibition above about 20%, passing the limit was not always enough; inconclusive = no clear call, values can overlap the other calls; tested in BHK-21 cells;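 also: 0% = median of neutral control wells and 100% = median of positive control wells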
ERp5 inh – blocks human ERp5 reductase activity on insulin; Q15084; ERp5 insulin aggregation, absorbance 650 nm, 90 min; inhibition, % at 9.99 µM; hit rate 0.05% among 350,000; AID 651711;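 active = mean replicate inhibition above about 25%, with every replicate also reaching it, limit read from the data, passing the limit was not always enough; inconclusive = only one of those two criteria met; inactive = neither criterion met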
Target sequence (Q15084 whole entry, looked up): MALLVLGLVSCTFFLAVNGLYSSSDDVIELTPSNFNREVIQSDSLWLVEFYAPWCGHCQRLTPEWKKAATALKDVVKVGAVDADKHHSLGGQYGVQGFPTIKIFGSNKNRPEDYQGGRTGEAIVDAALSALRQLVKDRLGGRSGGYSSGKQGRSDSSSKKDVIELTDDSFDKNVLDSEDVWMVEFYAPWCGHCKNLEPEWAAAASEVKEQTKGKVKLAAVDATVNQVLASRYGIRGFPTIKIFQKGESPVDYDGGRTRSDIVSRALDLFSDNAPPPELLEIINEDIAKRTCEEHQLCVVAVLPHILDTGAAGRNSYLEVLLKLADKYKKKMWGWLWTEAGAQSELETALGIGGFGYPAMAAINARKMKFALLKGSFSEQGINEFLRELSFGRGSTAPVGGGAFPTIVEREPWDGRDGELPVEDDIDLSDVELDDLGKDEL
E-sel inducer – E-selectin induction on HUVECs. P16581. HUVEC E-selectin immunofluorescence imaging; normalized: neutral wells 0, TNF-alpha wells 100. activation, % at 7.58 µM. hit rate 0.37% among 260,000;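 active = mean E-selectin-positive cell signal at least 10% of the positive control, reached in at least 60% of replicates, without over 20% cell loss; inconclusive = no rule given, readout overlaps actives, possibly toxicity-flagged; inactive = the rest, including those meeting only one limit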;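 also: in these data hits start at about 27%; measured in HUVEC primary endothelial cells; signal is the percent of cells scored E-selectin positive by PE staining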
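System: HUVEC, human umbilical vein endothelial cells; quantity: 3,000 cells/well; buffer or medium: EGM-2 medium, gelatin-coated wells; dosing: single-point compound dose; detection: immunofluorescence imaging; evaluation: % PE-positive cells; benchmarks: TNF-alpha, DMSO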
S100A4 MyoIIA – inhibitors of human S100A4 binding to myosin IIA peptide; S100A4/TAMRA-MyoIIA peptide fluorescence polarization; inhibition, % at 10.7 µM; hit rate 0.14% among 360,000; AID 652163;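 active = mean inhibition of at least 70% across replicates, with every replicate also reaching that level; inconclusive = mean inhibition reaches 70% but some replicates fall short; inactive = mean inhibition below 70%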
Target sequence (P26447 whole entry, looked up): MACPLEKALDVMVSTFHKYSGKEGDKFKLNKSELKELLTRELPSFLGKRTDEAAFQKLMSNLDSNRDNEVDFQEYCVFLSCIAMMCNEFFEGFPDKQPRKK
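Test system: S100A4 monomer protein; Medium: HEPES pH 7.2 with CaCl2, KCl, NaCl, DTT, Triton; Probe or stimulus: TAMRA-labelled myosin IIA heavy-chain peptide probe, 5 nM; Doses: one dose per compound; Times: polarization read 5 min after assay mix addition, stable 5–60 min; Benchmarks: neutral control DMSO, positive control TFP.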
PglD inh – inhibitors of Campylobacter jejuni PglD acetyltransferase | purified PglD enzyme, DTNB colorimetric CoA detection | inhibition, % at 12.5 µM | hit rate 0.098% among 360,000; in the data active = inhibition above about 16%, passing the limit was not always enough; inconclusive = no clear call, values can overlap the other calls; also: strong numbers were not always called active
SIRT5 inh – sirtuin-5 (human) deacylase inhibition. Q9NXA8. Purified SirT5, succinyl-peptide AMC, trypsin-coupled fluorescence. inhibition, % at 15 µM. hit rate 1.1% among 330,000. AID 652115; in the data active = inhibition above about 15%; inconclusive = no clear call, values can overlap the other calls
Target sequence (Q9NXA8 whole entry, looked up): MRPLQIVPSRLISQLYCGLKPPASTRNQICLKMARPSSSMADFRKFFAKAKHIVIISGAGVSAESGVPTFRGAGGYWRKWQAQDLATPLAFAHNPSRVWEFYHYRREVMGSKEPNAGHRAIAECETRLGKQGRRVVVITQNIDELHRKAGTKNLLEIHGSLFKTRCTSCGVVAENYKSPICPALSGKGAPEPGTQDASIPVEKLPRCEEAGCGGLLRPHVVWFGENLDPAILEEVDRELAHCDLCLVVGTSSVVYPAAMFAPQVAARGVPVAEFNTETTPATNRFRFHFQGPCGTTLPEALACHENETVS
C2C12 statin – suppressors of simvastatin-induced myotoxicity in C2C12 myotubes. hit rate 0.78% among 330,000. rescue of ATP level, % at 7.49 µM. ATP luminescence, 48 h; scaled: DMSO 0, geranylgeraniol control 100;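 active = mean ATP rescue above about 67%, or every replicate alone reaching that limit, limit read from the data, passing the limit was not always enough; inconclusive = no clear call, values can overlap the other calls; inactive = mean under the limit and some replicate under it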;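 also: myotubes were challenged with 10 µM simvastatin during compound exposure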
* = called active by the depositor; ? = inconclusive; . = no result given; & = joins results of further samples. An excerpt. The share of hits here may be higher or lower than overall.

Each structure is followed by: C2C12 statin	DENV2 CPE	ERp5 inh	S100A4 MyoIIA	E-sel inducer	SIRT5 inh	PglD inh
(1) CCCNC(=O)C[C@@H]1CC[C@H]2[C@@H](COc3ccc(NC(=O)c4ccc(OC)cc4)cc3C(=O)N2C)O1
 : 9	-2	.	.	-0.1	.	0
(2) Cn1c2nc3ccccc3c-2nc2ccccc21
 : 1	0	-4	-5	1.9	-1	-2
(3) O=[N+]([O-])c1ccccc1Nc1c2ccccc2nc2ccccc12
 : -5	-3	3	-4	3.7	-3	.
(4) CC(C)c1ccccc1-n1c(SCc2cc(=O)oc3ccc4ccccc4c23)nnc1-c1cccnc1
 : .	4	2	-3	.	0	.
(5) COc1cccc(/C=C/C(=O)NNC(=O)CCN2CCN(Cc3ccccc3)CC2)c1
 : .	0	-3	0	.	-1	2
(6) C[C@@H]1CCCCO[C@@H](CN(C)C(=O)c2ccncc2)[C@@H](C)CN([C@H](C)CO)C(=O)c2cc(NC(=O)c3ccccc3)ccc2O1
 : .	20	7	9	0.2	3	1
(7) Cc1ccc2c(c1)/C(=C/c1ccccc1)C(=O)N2
 : 16	-3	4	-2	0.2	-4	1
(8) CCOC(=O)N1CCN(C(=O)COC(=O)CNC(=O)c2ccc(Cl)cc2Cl)CC1
 : 8	7	4	-4	.	0	-3
(9) c1ccc(C2CC(c3cccs3)Nc3nnnn32)cc1 (stereo not given)
 : .	0	2	1	.	-6	.
(10) O=C(Nc1cccc(Cl)c1)N1[C@@H]2CNC[C@H]1C2c1ccc(/C=C/c2ccccc2)cc1 (stereo not given in full)
 : .	11&-8	-1&7	-4&4	0.4&0.0	-4	.
(11) CCN(CC(=O)Nc1c(F)cccc1F)C(=O)Cn1[nH]c(=O)c2ccccc2c1=O
 : -7	12	4	-3	4.9	-2	2
(12) CCOC(=O)c1nccnc1C(=O)Nc1cccc(C(F)(F)F)c1
 : .	3	3	3	1.2	3	.
(13) C[C@H]1CN([C@@H](C)CO)C(=O)Cc2cc(NC(=O)Cc3cn(C)c4ccccc34)ccc2O[C@H]1CN(C)CC1CC1
 : 6	5	-1	20	-0.1	1	-6
(14) Cc1nc(-c2cccs2)sc1C(=O)O
 : -10	-4	4	0	-0.1	-2	2
(15) Cn1c2c(c(=O)n(C)c1=O)C(CC(=O)Nc1ccccc1F)C(=O)N2 (stereo not given)
 : .	5	1	-4	.	-4	1
(16) O=C(O)C(Cc1ccc(Cl)cc1)Sc1nc2ccccc2[nH]1 (stereo not given)
 : 0	?	-1	3	0.0	2	-8
(17) N#Cc1ccc[n+](CC(=O)c2ccc(Cl)cc2)c1
 : -12	3	3	9	0.1	-2	1
(18) C[C@H]1CN([C@@H](C)CO)C(=O)c2cc(NC(=O)C3CC3)ccc2O[C@@H]1CN(C)S(=O)(=O)c1cn(C)cn1
 : -5	-5	1	1	-0.1	3	-3
(19) Cc1noc(C)c1NC(=O)Nc1ccc2c(c1)C(=O)N([C@@H](C)CO)C[C@H](C)[C@@H](CN(C)Cc1ccc(C(F)(F)F)cc1)OCCCC[C@@H](C)O2
 : .	-9	-2	1	0.0	9	2
(20) N#CCCN1CCN(CCC#N)c2ccccc21
 : -2	5	6	3	-0.2	.	-4

Another view of two compounds above:
#20 N#CCCN1CCN(CCC#N)c2ccccc21
#17 N#Cc1ccc[n+](CC(=O)c2ccc(Cl)cc2)c1
Screen / compound no.	20	17
C2C12 statin	-2	-12
DENV2 CPE	5	3
ERp5 inh	6	3
S100A4 MyoIIA	3	9
E-sel inducer	-0.2	0.1
SIRT5 inh	.	-2
PglD inh	-4	1

Next section
Each structure is followed by: C2C12 statin	DENV2 CPE	ERp5 inh	S100A4 MyoIIA	E-sel inducer	SIRT5 inh	PglD inh
(21) CC(CCc1ccccc1)NCC(O)c1cccc([N+](=O)[O-])c1 (stereo not given)
 : .	?	0	-2	.	4	.
(22) COc1cccc(-c2nc(CS(=O)(=O)CC(=O)NCCc3ccc(OC)c(OC)c3)c(C)o2)c1
 : .	8	3	-1	2.5	-3	.
(23) CN(C)C(=O)[C@H]1[C@H](CO)[C@H]2Cn3c(ccc(-c4ccccc4)c3=O)[C@@H]1N2C(=O)C1CCCC1
 : -10	-8	-3	2	0.0	-31	3
(24) N#C[C@@H]1[C@@H](c2ccc(-c3cccc(F)c3)cc2)[C@H](CO)N1C(=O)NC1CCCCC1
 : .	?	-2	-4	0.0	1	.
(25) C[C@@H]1CN([C@H](C)CO)C(=O)CCCn2nncc2CO[C@H]1CN(C)CC1CC1
 : 6&-1	10&-10	-3&1	-2&0	-0.1&0.4	-2&-5	3&1
(26) O=S(=O)(c1ccccc1)N1CC[C@@H]2[C@H]1c1cc(C#Cc3ccccc3F)ccc1N[C@@H]2CO
 : 26	?	0	-3	-0.5	7	1
(27) C[C@@H]1CN([C@@H](C)CO)C(=O)c2cc(NS(=O)(=O)c3cn(C)cn3)ccc2O[C@@H](C)CCCCO[C@H]1CN(C)CC1CC1
 : .	-5	5	2	-0.2	3	1
(28) COc1ccccc1NC(=O)N1CCCCN2[C@H](CO)[C@@H](c3ccc(-c4cccc(C#N)c4)cc3)[C@H]2C1
 : -5	0	0	0	0.2	0	-1
(29) O=[N+]([O-])c1cc2no[n+]([O-])c2cc1N1CCCCC1
 : .	12	-6	-2	-0.1	2	.
(30) Cc1ccc(OCC(=O)Nc2ccon2)c([N+](=O)[O-])c1
 : -8	-2	5	2	0.0	-5	-2

Results in PglD inh, SIRT5 inh and C2C12 statin (4 entries from above):
No.	molecule	PglD inh	SIRT5 inh	C2C12 statin
29	O=[N+]([O-])c1cc2no[n+]([O-])c2cc1N1CCCCC1	.	2	.
21	CC(CCc1ccccc1)NCC(O)c1cccc([N+](=O)[O-])c1 (stereo not given)	.	4	.
26	O=S(=O)(c1ccccc1)N1CC[C@@H]2[C@H]1c1cc(C#Cc3ccccc3F)ccc1N[C@@H]2CO	1	7	26
25	C[C@@H]1CN([C@H](C)CO)C(=O)CCCn2nncc2CO[C@H]1CN(C)CC1CC1	3&1	-2&-5	6&-1

The results go on:
Each structure is followed by: C2C12 statin	DENV2 CPE	ERp5 inh	S100A4 MyoIIA	E-sel inducer	SIRT5 inh	PglD inh
(31) O=C(C[C@@H]1CC[C@H](NC(=O)C2CC2)[C@@H](CO)O1)NCc1ccncc1
 : 6	.	1	4	-0.1	1	0
(32) CN(CCc1cnn(C)c1)Cc1cn(C)nc1-c1ccccc1F
 : -1	-7	-5	-11	-0.1	-2	-6
(33) O=C(Nc1cccc(F)c1)N1CC(=O)N2[C@H](CO)[C@@H](c3ccc(C#CCC4CCCC4)cc3)[C@@H]2C1
 : .	-10	1	14	-0.9	2	.
(34) COc1ccc(NC(=O)Nc2cccc3c2O[C@@H](CN(C)C(=O)Nc2cccc4ccccc24)[C@H](C)CN([C@@H](C)CO)C3=O)cc1
 : ?	0	.	.	0.0	.	3
(35) CO[C@@H]1CN(C)C(=O)c2cc(NC(=O)Nc3cc(F)ccc3F)ccc2OC[C@@H](C)N(C)C[C@H]1C
 : -34	-7	-4	14	-0.1	2	-3
(36) Cc1cccc(NC(=S)NC(=O)/C=C/c2ccco2)c1
 : -92	7	0	-8	0.8	0	-2
(37) Cc1ccc(-c2cccc(C(=O)NCc3ccccc3)n2)c2ccccc12
 : 7	-1	-4	3	-0.1	.	6
(38) c1ccc(CNc2nc(NCc3cccs3)nc3ccsc23)cc1
 : 4	3	3	15	.	-1	1
(39) Cc1noc(C)c1S(=O)(=O)N(C)C[C@@H]1OCCCC[C@@H](C)Oc2ccc(NS(C)(=O)=O)cc2C(=O)N([C@H](C)CO)C[C@H]1C
 : .	1	1	2	0.0	1	1
(40) O=C(NC1CCN(Cc2ccccc2)C1)c1cc(S(=O)(=O)N2CCOCC2)ccc1Cl (stereo not given)
 : 7	-6	-4	-4	.	0	4

Copied from the list:
cpd 38 | SIRT5 inh = -1
cpd 36 | E-sel inducer = 0.8
cpd 31 | PglD inh = 0
cpd 33 | DENV2 CPE = -10
cpd 37 | S100A4 MyoIIA = 3
cpd 35 | E-sel inducer = -0.1
cpd 32 | PglD inh = -6

Continued:
Each structure is followed by: C2C12 statin	DENV2 CPE	ERp5 inh	S100A4 MyoIIA	E-sel inducer	SIRT5 inh	PglD inh
(41) CCc1cc2c(=O)c(-c3cnn(-c4ccccc4)c3)coc2c(CN2CCOCC2)c1O
 : -22	.	.	.	3.4	.	-2
(42) COc1cccc(C(C)(O)c2nc(-c3ccccc3C)cs2)c1 (stereo not given)
 : 9	7	-2	3	0.0	.	-2
(43) C[C@@H]1CN([C@@H](C)CO)S(=O)(=O)c2ccc(C#Cc3ccccc3F)cc2O[C@H]1CN(C)CC1CC1
 : -73	13	-2	-5	0.2	-3	0
(44) CCOC(=O)C1=NNC(C(=O)OCC)C1c1ccccc1 (stereo not given)
 : .	1	2	5	-0.1	-3	.
(45) CCc1cc(/C(Cc2ccccn2)=N\Nc2ccccc2)c(O)cc1O
 : .	-3	1	-19	0.9	1	.
(46) C[C@@H]1CN([C@@H](C)CO)C(=O)c2cc(NS(C)(=O)=O)ccc2O[C@@H](C)CCCCO[C@H]1CN(C)Cc1ccc(C(=O)O)cc1
 : .	-15	-2	-5	0.0	-6	1
(47) O=C(CSc1cnc2ccccc2n1)c1ccc(F)cc1
 : -1	33*	-2	-2	.	-3	.
(48) C[C@H](O)C#Cc1cnc2c(c1)C(=O)N([C@@H](C)CO)C[C@H](C)[C@H](CN(C)C(=O)Cc1ccncc1)O2
 : -3	4	23	3	0.9	0	3
(49) COC(=O)C1=C(C)NC(=O)NC1c1ccc(-c2ccccc2Cl)o1 (stereo not given)
 : 8	5	-3	11	.	2	.
(50) O=C(C[C@@H]1C/C=C\C[C@@H](NC(=O)OCC2c3ccccc3-c3ccccc32)C(=O)OC[C@@H](Cc2ccccc2)NC1=O)NCCO
 : -31	?	3	3	0.5	.	1

Ordered by SMILES length (highest first): some entries from above
Each structure is followed by: C2C12 statin	DENV2 CPE	ERp5 inh	S100A4 MyoIIA	E-sel inducer	SIRT5 inh	PglD inh
(46) C[C@@H]1CN([C@@H](C)CO)C(=O)c2cc(NS(C)(=O)=O)ccc2O[C@@H](C)CCCCO[C@H]1CN(C)Cc1ccc(C(=O)O)cc1
 : .	-15	-2	-5	0.0	-6	1
(45) CCc1cc(/C(Cc2ccccn2)=N\Nc2ccccc2)c(O)cc1O
 : .	-3	1	-19	0.9	1	.
(44) CCOC(=O)C1=NNC(C(=O)OCC)C1c1ccccc1 (stereo not given)
 : .	1	2	5	-0.1	-3	.

Remaining list, next part
Each structure is followed by: C2C12 statin	DENV2 CPE	ERp5 inh	S100A4 MyoIIA	E-sel inducer	SIRT5 inh	PglD inh
(51) Cc1ccc(C(=O)N2CCN(C)CC2)cc1[N+](=O)[O-]
 : -2	?	6	-11	2.2	-1	-1
(52) CCC(C)[C@H](NC(=O)[C@H](Cc1ccccc1)n1c(=O)[nH]c2ccccc2c1=O)C(=O)N1CCC(C(=O)O)CC1 (stereo not given in full)
 : 0	-15	2	-27	.	-1	3
(53) COc1ccc(NC(=O)Nc2ccc3c(c2)C(=O)N([C@@H](C)CO)C[C@@H](C)[C@@H](CN(C)CC2CCCCC2)O3)cc1
 : 10&5	10&10	-2&3	-3&0	-13&-0.1	9&-1	-1&-5
(54) Cc1ccc(C(=O)NC(Cc2cccc(C(F)(F)F)c2)C(=O)O)cc1 (stereo not given)
 : 10	12	8	-4	0.0	0	-4
(55) COc1ccccc1C(=O)NCCC(=O)N1CCN(S(=O)(=O)c2ccccc2C(F)(F)F)CC1
 : -14	3	-1	2	0.1	0	-3
(56) CC(O)(c1cccc(F)c1)c1nc(-c2ccncc2)cs1 (stereo not given)
 : 6	-4	-11	-1	0.0	.	-7
